Screening data (PubChem BioAssay)
SIAH1 antagonists – blockers of Siah-1 interaction with plectin peptide – biochemical, fluorescence polarization, rhodamine-plectin, uHTS, primary screen (AID 1817) | hit rate 0.02% among 290,000 | displacement, % at 20 µM; hits with a dose series show IC50 in µM | Siah-1 / rhodamine-plectin peptide fluorescence polarization; higher % means a stronger effect;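 active = displacement of at least 50% at 20 µM, with a fluorescence ratio check between 0.3 and a set limit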;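 note: plate controls were Siah plus tracer with DMSO for no effect and tracer alone without Siah for full effect; strong numbers were not always called active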
Rac1 GTP hydrolysis – MgcRacGAP GTPase-activating activity inhibitors, confirmation, biochemical, ADP Hunter fluorescence | MgcRacGAP-stimulated Rac1 GTP hydrolysis, ADP Hunter fluorescence; higher % means a stronger effect; GST-tagged Rac1 F28L mutant substrate | inhibition, % at 30 µM; hits with a dose series show IC50 in µM | hit rate 0.6% among 340,000;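 active = first-screen hits whose inhibition reached a set limit at any dose in the follow-up dose series; inconclusive = inhibition above the set first-screen limit but never retested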;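 note: fluorescence reports GDP produced by GAP-driven GTP hydrolysis; strong numbers were not always called active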
Salmonella PhoP GFP – PhoP-dependent GFP reporter repression – Salmonella Typhimurium, primary screen (AID 1863); S. Typhimurium PhoP-regulated promoter GFP reporter, 4 h; higher % means a stronger effect; inhibition, % at 50 µM; hits with a dose series show IC50 in µM; hit rate 0.16% among 300,000;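 active = inhibition over 29.93%, a cutoff 3 SD above the screen mean, later confirmed by dose response; inconclusive = inhibition over 29.93% but no dose response follow-up; inactive = inhibition at most 29.93% or unconfirmed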;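 note: 0% = low Mg2+ inducing control and 100% = high Mg2+ repressing control; strong numbers were not always called active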
Myeloid diff 2 – promotes myeloid progenitor differentiation; ER-HoxA9 myeloid progenitors, lysozyme-GFP differentiation, flow cytometry; calls only at 10 µM; hit rate 1% among 360,000;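 active = normalized GFP-positive differentiation at or above the plate's own cutoff, the solvent-only control mean plus 3 SD; inconclusive = no clear call, values can overlap the other calls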;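 note: cells exposed to compound for four days before flow analysis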
GPR35 antagonists – GPR35 antagonists blocking zaprinast-driven arrestin recruitment, primary screen, imaging, U2OS, beta-arrestin-GFP, zaprinast agonist (AID 2058) | U2OS GPR35 beta-arrestin-GFP translocation imaging, zaprinast antagonism; higher % means a stronger effect | inhibition, % at 10 µM; hits with a dose series show IC50 in µM | hit rate 0.052% among 290,000;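 active = inhibition of at least 50% with at least 30 cells and total cytoplasm GFP at most 10,000,000; inconclusive = under 30 cells or total GFP of 10,000,000 plus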
HIV peptide binding – inhibitors of HIV fusion peptide binding, primary screen, biochemical, uHTS, fluorescence dequenching (AID 1986) | cell-free peptide binding, fluorescence dequenching, 30 min; higher % means a stronger effect | inhibition, % at 20 µM; hits with a dose series show IC50 in µM | hit rate 0.3% among 290,000; in the data active = inhibition mostly above about 52%, no sharp cut-off; inactive = mostly below about 76%; note: some results filed as inactive read as strong as hits
GPR55 antagonists – GPR55 antagonists blocking LPI-driven arrestin recruitment, primary screen, imaging, U2OS, beta-arrestin-GFP, LPI agonist (AID 2013) | hit rate 0.13% among 290,000 | U2OS GPR55 beta-arrestin-GFP translocation imaging, LPI antagonism; higher % means a stronger effect | inhibition, % at 10 µM; hits with a dose series show IC50 in µM;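 active = spots per cell inhibited over 60%, with over 100 cells counted and total cytoplasm intensity under 500,000; inconclusive = wells with under 100 cells, flagged as likely toxic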;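 note: U2OS cells stably carrying GPR55 and arrestin-GFP stimulated by 5 µM LPI near EC80; imaged beta-arrestin-GFP aggregate spots per cell after agonist stimulation; plate controls were LPI-stimulated DMSO wells for no effect and DMSO wells without LPI for full effect; some results filed as inactive read as strong as hits; confirmed hits need IC50 under 10 µM and bright autofluorescent wells are also inconclusive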
NTR1 agonist – NTR1-driven beta-arrestin-GFP spot formation – imaging, U2OS cells, high content, primary screen (AID 493036); agonist mode; P30989; activation, % at 20 µM; hit rate 0.17% among 330,000;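 active = activation at or above 40% of the spot to cytoplasm intensity ratio, with at least 20 cells analyzed; inconclusive = wells under 20 cells, flagged as cytotoxic or low count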;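 note: 0% = DMSO without peptide and 100% = 100 nM NTR1 peptide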
Target sequence (P30989 whole entry, looked up): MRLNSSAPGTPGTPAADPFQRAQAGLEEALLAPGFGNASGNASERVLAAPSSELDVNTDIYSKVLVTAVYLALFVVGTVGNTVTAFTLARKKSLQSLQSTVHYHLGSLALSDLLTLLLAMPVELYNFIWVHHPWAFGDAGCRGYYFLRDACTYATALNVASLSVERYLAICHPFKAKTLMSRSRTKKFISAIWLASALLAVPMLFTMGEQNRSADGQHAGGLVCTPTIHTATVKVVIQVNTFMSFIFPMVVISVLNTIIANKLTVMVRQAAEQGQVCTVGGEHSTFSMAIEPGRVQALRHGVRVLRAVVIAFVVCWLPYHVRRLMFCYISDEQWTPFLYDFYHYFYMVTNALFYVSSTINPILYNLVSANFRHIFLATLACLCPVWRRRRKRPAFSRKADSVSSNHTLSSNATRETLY
LYP inhibition – PTPN22 lymphoid phosphatase activity blockers – biochemical, fluorescence intensity, uHTS (AID 1779). recombinant LYP phosphatase, fluorescence intensity; higher % means a stronger effect. hit rate 0.054% among 290,000. inhibition, % at 11.5 µM; hits with a dose series show IC50 in µM; in the data active = inhibition above about 50%;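 note: plate controls were vehicle with enzyme for no effect and no enzyme for full effect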
NTR1 agonist cell count 20 µM – further read-out of NTR1 agonist, marked with its call; cell count; measured here: cell count, cytotoxicity flag
Myeloid diff 2 GFP+ MAC1+ % – further read-out of Myeloid diff 2, marked with its call; GFP+ MAC1+ double positive, %; measured here: differentiation confirmed by MAC1 staining
An asterisk follows results filed as active; i = inactive; ? = inconclusive; / = not tested or not shown; + = active, no number.

SMILES	SIAH1 antagonists	Rac1 GTP hydrolysis	Salmonella PhoP GFP	Myeloid diff 2	Myeloid diff 2 GFP+ MAC1+ %	GPR35 antagonists	HIV peptide binding	GPR55 antagonists	NTR1 agonist	NTR1 agonist cell count 20 µM	LYP inhibition
C#CCOC(=O)c1ccccc1C(=O)N(CC)CC	1.0%	6.3%	7.0%	i	0.8	1.2%	-0.8%	24.0%	0.8	88	-11.2%
Cc1ccc(C)c(Nc2ncnc3nc[nH]c23)c1	1.3%	-2.1%	7.2%	i	2.3	0.3%	1.8%	2.1%	-3.5	44	-7.5%
Cc1ccccc1[C@@H]1C(C#N)=C(N)S[C@H]1C(=O)c1ccccc1	3.1%	11.8%	3.2%	i	1.2	6.0%	1.2%	2.3%	0.1	69	-8.1%
O=C(CN1C(=O)CCC1=O)Nc1nc(-c2ccc(Oc3ccccc3)cc2)cs1	-1.3%	5.6%	9.5%	i	0.1	10.6%	-2.9%	6.6%	1.5	54	-5.9%
Cc1ccc(Nc2nc3nonc3[nH]c2=O)cc1C	-1.9%	7.8%	-19.8%	i	0.5	-8.9%	10.4%	2.1%	-0.2	53	6.4%
O=C(NC1CCCC1)c1cc(-c2cccc(Cl)c2)on1	2.3%	-2.1%	-1.2%	i	0.4	9.7%	0.2%	11.2%	0.1	56	-7.4%
O=c1c2ccccc2ncn1-c1ccccc1[N+](=O)[O-]	5.7%	10.0%	-5.5%	i	0.8	-9.2%	-1.8%	-13.0%	-0.2	54	-0.2%
COC(=O)c1cccc(C(=O)Nc2ccc(C)cc2)n1	2.4%	7.5%	1.0%	i	1.2	-2.5%	2.4%	22.2%	-1.2	91	-8.6%
O=C(Oc1c(CN2CCOCC2)cc(Cl)c2cccnc12)c1ccccc1Cl	-4.8%	6.2%	13.4%	?	/	-5.4%	-0.1%	-6.8%	5.6	63	3.0%
CC1(C)CC2(C)OC(=N)C1(C#N)C2(C#N)C#N (centres undefined)	-0.6%	5.5%	-4.0%	i	0.1	8.2%	-1.9%	-0.3%	-0.4	67	-3.1%
COc1ccc(-n2ncc3c(=O)n(CC(=O)N4CCCc5ccccc54)cnc32)cc1	-1.9%	8.6%	-2.9%	i	6.6	17.1%	3.5%	-5.0%	1.3	56	-7.5%
Cc1ccccc1Cn1cc(CCC(=O)N2CCOCC2)c2ccccc21	3.3%	5.0%	1.4%	i	0.9	8.5%	0.3%	-17.7%	0.1	96	-2.4%
NC(=O)c1ccc(NCC2CCCO2)c([N+](=O)[O-])c1 (centres undefined)	-3.7%	0.9%	-1.1%	i	0.3	11.8%	-0.5%	8.2%	2.1	54	-7.3%
CN(C)C(=O)c1ccccc1Sc1cc(Cl)ccc1Cl	4.0%	11.6%	-2.1%	i	0.4	-8.9%	-2.0%	11.9%	-0.8	51	-6.4%
O=C(c1ccccc1Sc1ccc([N+](=O)[O-])cc1Cl)N1CCOCC1	-6.5%	6.6%	-1.3%	i	0.1	4.0%	-1.2%	-3.2%	0.2	88	-3.9%
Cc1cccc(C(=O)O/N=C(\c2ccccc2)c2cccnc2)c1	1.9%	3.9%	-7.1%	i	0.4	-13.7%	-3.4%	-5.7%	3.6	71	8.0%
Cc1ccc(CNC(=O)c2ccc3c(c2)NC(=O)C(N2CCOCC2)S3)cc1 (centres undefined)	5.0%	1.9%	1.0%	i	1.0	-6.3%	3.2%	13.2%	-0.3	39	-1.8%
CNC(=S)/N=C/NOCc1ccc(Cl)cc1Cl	3.5%	-0.4%	-1.0%	i	0.4	-5.1%	1.5%	13.0%	1.6	29	4.2%
COC(=O)CN1C(CN2CCOCC2)=Nc2ccc(Br)cc2C1c1ccccc1 (centres undefined)	-1.6%	/	-7.8%	i	0.2	0.1%	-0.1%	14.1%	3.4	65	2.9%
Cc1cc(NC(=O)CSc2nnc(C3CC3)n2-c2ccccc2)no1	-1.7%	10.5%	3.6%	i	0.9	-8.3%	-0.3%	5.8%	0.2	79	0.1%
CCOC(=O)Nc1ccc(S(=O)(=O)NCc2ccccc2)cc1	-1.8%	2.5%	-1.3%	i	6.2	-2.1%	0.1%	1.7%	4.7	50	-2.6%
O=C(COc1coc(CN2CCc3ccccc3C2)cc1=O)Nc1ccccc1F	/	4.3%	-8.7%	i	1.3	/	/	/	4.5	88	/
C[C@H](NC(=O)[C@@H]1Cc2ccccc2CN1C(=O)OC(C)(C)C)C(=O)NCC1CCCO1 (some centres undefined)	7.9%	3.9%	-6.8%	i	3.9	-1.3%	-0.7%	4.3%	-0.9	58	-9.3%
COc1ccc(Cn2nnnc2C(c2ccc(N(C)C)cc2)N2CCC(C)CC2)cc1 (centres undefined)	1.4%	5.7%	-9.7%	i	0.8	-1.9%	-1.7%	17.9%	4.2	32	1.4%
CCSc1nc2nn(-c3ccccc3)c(=O)c-2c2n1CCCCC2	-1.3%	11.8%	-5.0%	i	0.5	-3.0%	-3.6%	5.1%	0.4	43	-6.7%

Next part
SMILES	SIAH1 antagonists	Rac1 GTP hydrolysis	Salmonella PhoP GFP	Myeloid diff 2	Myeloid diff 2 GFP+ MAC1+ %	GPR35 antagonists	HIV peptide binding	GPR55 antagonists	NTR1 agonist	NTR1 agonist cell count 20 µM	LYP inhibition
Nc1ncn(CC(=O)c2ccccc2)n1	1.4%	4.4%	-1.3%	i	0.3	5.6%	0.9%	7.7%	1.4	91	-5.0%
O=C(O)C1CC=CCC1C(=O)NCCCN1CCCC1=O (centres undefined)	-0.4%	6.3%	-1.0%	i	1.6	-1.5%	0.1%	12.7%	0.4	58	-9.6%
CN1CCCC(OC(=O)c2cccc(Br)c2)C1 (centres undefined)	9.6%	10.3%	3.6%	i	0.3	-0.4%	1.8%	8.8%	0.6	65	-9.2%
Fc1ccc(NCc2cn3ccccc3n2)cc1	-5.7%	8.5%	7.1%	+	2.0*	-6.4%	-1.7%	8.9%	-1.0	38	-3.6%
Cc1ccc(-c2nn(C)c(=O)c3ccccc23)cc1CNS(C)(=O)=O	0.5%	5.6%	8.7%	i	1.3	-9.3%	1.0%	-7.7%	-0.1	44	-3.8%
Cc1nc2c3cc(F)ccc3n(Cc3ccc(F)cc3)c2s1	2.4%	12.2%	-0.8%	+	12.3*	5.4%	0.9%	3.4%	-1.4	91	5.2%
CCCCNC(=O)CCCn1c(=S)[nH]c2cc3c(cc2c1=O)OCO3	12.0%	8.3%	-2.7%	i	0.7	19.5%	-0.4%	7.2%	1.3	74	-4.5%
CC1=C(C(=O)OC2CCC(C)CC2)C(c2ccc(O)c([N+](=O)[O-])c2)NC(=O)N1 (centres undefined)	-0.2%	-0.9%	0.0%	i	0.7	-7.3%	-1.0%	-9.7%	0.6	69	-7.4%
Cc1cccc(NS(=O)(=O)c2ccc3c(c2)NC(=O)CO3)c1C	-1.6%	3.1%	-1.4%	?	/	4.0%	-1.2%	-6.0%	0.1	56	-10.8%
Cc1nc2ccccn2c1C(=O)CSc1ccccc1	20.2%	4.6%	7.1%	i	1.0	-6.6%	-1.2%	-2.1%	1.5	33	-3.0%
COc1ccccc1/C=N/NC(=O)CC(=O)NC1CCCCC1	4.0%	-1.2%	8.8%	i	2.2	-6.5%	-1.6%	10.8%	2.4	54	-3.3%
Cc1cc(C)n(-c2nnc(NC(C)(C)C)nn2)n1	2.3%	6.6%	5.7%	i	1.1	-3.1%	2.7%	-4.5%	0.3	35	-0.1%
Nc1nnc(CC2=CCCCC2)s1	-1.4%	1.3%	9.0%	i	1.8	-8.2%	2.7%	13.1%	0.0	89	-5.7%
CCN(CCCNC(=O)C1CCCN(S(=O)(=O)CC)C1)c1cccc(C)c1 (centres undefined)	-1.9%	-4.5%	-3.7%	i	2.5	1.6%	1.3%	8.4%	0.9	44	-3.9%
CCN(CCO)Cc1cn[nH]c1-c1ccc(C)c(C)c1	2.2%	27.8%	6.9%	i	1.1	2.5%	-0.5%	10.1%	-1.8	97	-10.8%
CCn1c(C)nc2cc(C(=O)N/N=C/c3ccc(O)c(O)c3O)ccc21	29.3%	-97.0%	7.3%	i	0.7	-5.8%	21.3%	-11.9%	/	/	0.6%
O=C(Oc1ccc2cc(Br)ccc2c1)N1CCCCCC1	-6.2%	/	-10.7%	/	/	-13.2%	1.4%	4.2%	9.7	79	7.0%
CCOC(=O)c1cnc2ccc(C(=O)OC)cc2c1NCCc1ccc(OC)c(OC)c1	3.4%	3.6%	-9.0%	i	0.7	-2.0%	-2.4%	11.6%	0.9	55	-7.3%
O=C(CSc1nnc(-c2ccccc2)n1Cc1ccco1)Nc1ccc2c(c1)OCCO2	0.4%	9.9%	-3.6%	i	0.6	-10.5%	3.2%	-5.4%	-1.2	81	5.4%
Cc1ccc2cc(/C=N/NC(=O)c3ccc(F)cc3)c(Cl)nc2c1	20.7%	5.2%	-6.3%	i	0.7	-14.3%	5.8%	6.0%	10.5	45	-4.6%
Cc1ccc2nc(N3CCCCC3)c(C=O)c(=O)n2c1	1.5%	/	7.6%	/	/	-3.2%	-0.4%	1.2%	-1.4	83	2.4%
